FLuc counter: firefly luciferase modulation, counter-screen for miR-21 project | P08659 | purified FLuc, Km substrates, luminescence inhibition | Potency, µM (titrated, usually from 57.5 µM), without a hit: at the highest dose activity change, negative = inhibition, hits mostly inhibitors | 360,000 compounds, 6.9% hits | AID 588342; active = well fitted inhibition curve with a large enough effect; inconclusive = small, poorly fitted or top-dose-only effect;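 also: plate controls were vehicle for no effect and reference inhibitor for full effect; nearly all actives have a fitted effect of over 55% in size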
Target sequence (P08659 whole entry, looked up): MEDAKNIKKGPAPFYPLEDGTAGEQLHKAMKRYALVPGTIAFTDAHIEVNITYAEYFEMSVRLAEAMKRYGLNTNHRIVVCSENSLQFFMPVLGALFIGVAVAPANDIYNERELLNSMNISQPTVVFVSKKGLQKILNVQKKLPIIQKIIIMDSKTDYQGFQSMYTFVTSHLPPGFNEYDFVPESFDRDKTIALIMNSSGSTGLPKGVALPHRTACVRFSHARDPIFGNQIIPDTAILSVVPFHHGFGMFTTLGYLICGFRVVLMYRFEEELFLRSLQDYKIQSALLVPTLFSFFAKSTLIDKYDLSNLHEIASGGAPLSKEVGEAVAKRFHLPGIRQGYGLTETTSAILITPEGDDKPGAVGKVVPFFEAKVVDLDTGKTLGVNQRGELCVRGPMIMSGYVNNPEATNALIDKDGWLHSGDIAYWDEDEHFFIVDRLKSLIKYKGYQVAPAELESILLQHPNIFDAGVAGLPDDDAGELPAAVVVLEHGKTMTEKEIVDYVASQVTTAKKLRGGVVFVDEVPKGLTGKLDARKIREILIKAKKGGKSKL
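Purified P. pyralis luciferase, 10 nM final, with Km-level 10 uM D-luciferin and 10 uM ATP in 50 mM Tris acetate pH 7.5, 10 mM Mg acetate, 0.01% Tween-20, 0.05% BSA; 6-point qHTS titration about 60 µM downward; luminescence read.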
Numbers without * were called inactive; u = inconclusive. Potency is read from the fitted curve at half-maximal effect. The list is partial; the hit share may differ from the screen's.

smiles	FLuc counter
Cc1nn(C(=O)COc2ccccc2Br)c(C)c1Sc1ccccc1	-12%
CC(C)Sc1oc(-c2cccs2)nc1S(=O)(=O)c1ccc(Cl)cc1	-4%
COc1cc(NC(=O)CN2C(=O)CN(C)C(=O)c3ccccc32)cc(OC)c1OC	-3%
COc1ccc(CNC(=O)c2ccc3c(c2)N(Cc2ccccc2C)C(=O)c2ccccc2S3=O)cc1 (centres undefined)	1%
COc1ccc(NC(=O)CC(C)n2nc(C)cc2C)cc1Cl (centres undefined)	1%
CC(=O)Nc1ccc(NC(=O)c2cc(CN3CCCC3)on2)cc1	-3%
COc1ccccc1C(=O)Nc1nnc(S(=O)(=O)N(C)c2ccc(Cl)cc2)s1	-7%
Cc1cc(NC(=O)CSc2ncc(C(=O)Nc3ccc(C)c(C)c3)c(=O)n2C)no1	-2%
Cc1ccc(Cl)cc1NC(=O)COCc1cc(-c2ccco2)on1	-15%
COc1ccccc1CNS(=O)(=O)c1ccc(-c2cc(C(F)(F)F)on2)s1	5%
CCC(C(=O)NCCc1ccc(SC)cc1)n1nc(C)c2c(C)n(-c3ccc(C)cc3)nc2c1=O (centres undefined)	-3%
CCOc1ccc(CCNC(=O)Cn2c(=O)c3cccn3c3ccc(F)cc32)cc1OCC	5%
Cc1ccc(CCNC(=O)NCc2noc3ccc(C)cc23)cc1	u
CCN(CC)S(=O)(=O)c1ccc(C(=O)NCCSc2c(-c3ccc(C)cc3)[nH]c3ccccc23)cc1	-1%
CCN(C(=O)c1cc2c(=O)oc3ccccc3c2s1)c1ccccc1F	-17%
COC(=O)c1ccccc1NC(=O)C1=CC(c2ccc(C)cc2)=NS(=O)(=O)N1C	-2%
COCCNc1ncnc2c1c(-c1ccccc1)cn2-c1cccc(Cl)c1	0%
COc1ccc(NC(=O)Cn2nc(-c3ccncc3)ccc2=O)cc1Cl	0%
CCN(c1ccccc1)S(=O)(=O)c1nnc(NC(=O)COc2ccccc2F)s1	u
Cc1nn2c(=O)cc(COC(=O)c3ccc(NC(=O)c4ccc(C(C)(C)C)cc4)cc3)nc2s1	-14%

Quoted at random: seven entries already listed
smiles	FLuc counter
CCN(c1ccccc1)S(=O)(=O)c1nnc(NC(=O)COc2ccccc2F)s1	u
CC(C)Sc1oc(-c2cccs2)nc1S(=O)(=O)c1ccc(Cl)cc1	-4%
COc1ccc(NC(=O)Cn2nc(-c3ccncc3)ccc2=O)cc1Cl	0%
CC(=O)Nc1ccc(NC(=O)c2cc(CN3CCCC3)on2)cc1	-3%
COc1cc(NC(=O)CN2C(=O)CN(C)C(=O)c3ccccc32)cc(OC)c1OC	-3%
Cc1ccc(Cl)cc1NC(=O)COCc1cc(-c2ccco2)on1	-15%
COc1ccc(NC(=O)CC(C)n2nc(C)cc2C)cc1Cl (centres undefined)	1%

Later entries:
smiles	FLuc counter
Cc1ccc(C)c(NC(=O)Cn2c(=O)n(Cc3nc(C)no3)c(=O)c3cc4c(cc32)OCO4)c1	2%
CCc1ccc(C(=O)c2cn(Cc3ccccc3)c3cc(OC)c(OC)cc3c2=O)cc1	-8%
Cc1ccc(C)c(N2CCN(S(=O)(=O)c3cc(C(=O)Nc4cc(Cl)cc(Cl)c4)ccc3F)CC2)c1	2%
COc1ccc(NC(=O)c2ccc3oc(=O)c(S(=O)(=O)c4ccc(F)cc4)cc3c2)cc1OC	3%
CCOc1cccc(NC(=O)CSc2ncc(-c3ccccc3)[nH]2)c1	u
COc1cccc(-c2ccc3c(N)c(C(=O)c4ccc(Br)cc4)sc3n2)c1	-4%
O=C(Cn1c(=O)n2nc(-c3cccc(F)c3)nc2c2ccccc21)NCc1ccc(Cl)cc1	1%
O=C(Nc1nc2ccc(Cl)cc2s1)c1cc(=O)c2ccccc2o1	u
COc1ccc(NCc2cc3cc4c(cc3n(CC(=O)Nc3ccc(F)cc3F)c2=O)OCO4)cc1	-3%
CN(C)c1ccc(CN(Cc2ccco2)C(=O)COc2ccc(F)cc2)cc1	-14%
Cc1nc(C)c(-c2ccc(SCC(=O)Nc3ccc(Br)cc3)nn2)s1	u
Cn1ncc2c(N3CCN(c4cccc(Cl)c4)CC3)ncnc21	-8%
CC(C)(C)c1ccc(OCC(=O)NCC2(N3CCOCC3)CCCCC2)cc1	1%
Cn1c2ccccc2c2cnn(CC(=O)NCCCN3CCCCC3)c(=O)c21	-2%
Cc1ccc(-n2cc(C(=O)Oc3ccc(F)cc3)c3ccccc3c2=O)cc1	-5%
Cc1ccccc1NC(=O)CN(c1ccc(Cl)cc1Cl)S(=O)(=O)c1ccccc1	1%
Cc1ccc(NC(=O)CSc2nc3c([nH]c4ccccc43)c(=O)n2-c2ccccc2)c(C)c1	-2%
CN(C(=O)Cn1nc(Cc2cccnc2)c2ccccc2c1=O)c1cccc(C(F)(F)F)c1	-1%
Cc1ccc(-n2ncc(C(=O)NCCCN3CCN(C)CC3)c2C2CCN(C(=O)OC(C)(C)C)CC2)cc1	-3%
Cc1cc(C)c(S(=O)(=O)Nc2cc(-c3cn4ccccc4n3)ccc2C)cc1C	u
O=C(O)c1cccc(NC(=O)c2cccc(S(=O)(=O)Nc3cccc(C(=O)O)c3)c2)c1	u
Cc1nn2c(C)c(C(=O)NC(C)c3ccccc3)cnc2c1-c1ccc(F)cc1 (centres undefined)	-2%
COC(=O)c1cccc(Nc2c(-c3ccc(OC)cc3)nc3nc[nH]n23)c1	u
O=C(NCc1cccnc1)C(=O)NCC(c1cccnc1)N1CCN(c2ccc(F)cc2)CC1 (centres undefined)	6%
Cc1cc(C)cc(NC(=O)C(Cc2ccccc2)N2Cc3ccccc3C2=O)c1 (centres undefined)	-9%
COc1ccc2[nH]cc(CCNC(=O)c3cnn(-c4ccccc4Cl)c3C3CCN(C(=O)OC(C)(C)C)CC3)c2c1	-2%
CCN(C(=O)CCS(=O)(=O)c1cc(Br)cc2c1N(C(=O)C1CC1)CC2)c1cccc(C)c1	-2%
COc1ccc(-n2c(=O)c3c4c(sc3n(Cc3ccccc3)c2=O)CCC4)c(OC)c1	4%
CCc1ccc(NC(=O)CCCc2nnc3n(C(C)CC)c(=O)c4sccc4n23)cc1 (centres undefined)	-2%
Cc1noc2ncnc(NCc3ccccc3Cl)c12	-5%
CCOc1ccc(NC(=O)c2c(NC(=O)c3ccco3)sc3c2CCC(C(C)(C)C)C3)cc1 (centres undefined)	1%
CC(=O)Nc1ccc(N(C(=O)Cn2nnc3ccccc32)C(C(=O)NCc2ccccc2)c2ccc(C)cc2)cc1 (centres undefined)	-7%
Cc1ccc2sc(N(Cc3cccnc3)C(=O)Cc3ccccc3)nc2c1C	0%
Cc1ccc(NC(=O)Cn2nc(C)n3cccc3c2=O)c(C)c1	-1%
COc1cccc(N2CCN(c3ncnc4onc(-c5ccc(F)cc5)c34)CC2)c1	2%
CCOC(=O)N1CCc2c(sc3c2c(=O)n(Cc2ccccc2)c(=O)n3Cc2c(F)cccc2Cl)C1	-1%
CC(C)CCn1c(=O)c2sccc2n2c(CCCC(=O)Nc3ccc(C(C)C)cc3)nnc12	2%
CCOC(=O)c1cc2c(=O)n3ccccc3nc2n(CC2CCCO2)c1=NC(=O)c1ccccc1C (centres undefined)	0%
CCOc1ccc(NC(=O)Cn2cc(S(=O)(=O)NC)c(S(=O)(=O)NC)c2)cc1	2%
COc1ccc(S(=O)(=O)N2CCCCC2)cc1C(=O)Nc1cccc(C(F)(F)F)c1	1%
Cc1ccc2c(c1)C(c1ccccc1)N(C(=O)COc1ccc(Cl)cc1Cl)CC(=O)N2 (centres undefined)	3%
COc1ccc(N2CCN(S(=O)(=O)CCNC(=O)c3c(F)cccc3Cl)CC2)cc1	0%
CCc1ccc(CNC(=O)c2sc3nc[nH]c(=O)c3c2C)cc1	-3%
CCCCN1C(=O)CN(C2CCCCCC2)C(=O)C1c1ccc(OCCC)c(OC)c1 (centres undefined)	-2%
CCOC(=O)c1ccc(NS(=O)(=O)c2cc3c(cc2C)n(C)c(=O)c(=O)n3C)cc1	-19%
COc1ccc(-n2cnc3cc(C(=O)NC4CCCCCC4)ccc32)cc1	u
O=C(Nc1ccc(F)cc1F)c1ccc2c(c1)CCN2S(=O)(=O)c1ccc(Cl)cc1	4%
Cc1ccc(-n2ncc3c(NCCCN4CCOCC4)ncnc32)cc1Cl	9.5µM*
Cc1ccc(CNc2nc3ccccc3c3nc(-c4cccc(C)c4)nn23)cc1	u
CC1CCC(NC(=O)Cn2ncc3c4ccccc4n(Cc4ccc(Cl)cc4)c3c2=O)CC1 (centres undefined)	-7%
O=C(CC1N=C2c3ccccc3N=C(SCc3cccc(F)c3)N2C1=O)NCc1ccc2c(c1)OCO2 (centres undefined)	-11%
Cc1nc2cccnc2n1-c1cccc(C(=O)NCc2ccc(OC(C)C)cc2)c1	-8%
COc1ccc(CCN2CCC(CNC(=O)c3cnn(-c4ccc(C)cc4)c3C3CCN(C(=O)OC(C)(C)C)CC3)CC2)cc1	-5%
Cc1ccccc1C(=O)Nc1ccccc1C(=O)OCc1cc(=O)n2ccsc2n1	0%
COc1cc2c(cc1NC(=O)COc1ccc(Cl)cc1)oc1ccccc12	1%
Cc1ccc(S(=O)(=O)c2nc(-c3cccc(Cl)c3)oc2NCc2ccccc2)cc1	-4%
O=C(NCc1ccccc1)c1ccc(NC(=O)c2nsc3ccccc23)cc1	6µM*
Cc1ccc(NC(=O)CSc2nc(C)cc(C)c2C(=O)Nc2cccc(C)c2)cc1	1%
COc1ccc(Nc2nc(N)nc(CSc3nc4cc(OC)ccc4s3)n2)cc1	u
Cc1ccc(-c2nnc(Nc3ccc(Br)cc3)c3ccccc23)cc1S(=O)(=O)NCC1CCCO1 (centres undefined)	u

The final two records of the section above are carried over, then new ones follow.
smiles	FLuc counter
COc1ccc(Nc2nc(N)nc(CSc3nc4cc(OC)ccc4s3)n2)cc1	u
Cc1ccc(-c2nnc(Nc3ccc(Br)cc3)c3ccccc23)cc1S(=O)(=O)NCC1CCCO1 (centres undefined)	u
CN(C(=O)CSc1nnc(COc2ccccc2)o1)c1ccccc1	-10%
O=C(CSc1nc2ccccc2nc1Cc1ccc(Cl)cc1)NCCc1ccccc1	-5%
Cn1c(=O)n(C)c2cc(N3CCOCC3)c(NS(=O)(=O)c3ccc(Br)cc3)cc21	0%
O=C(Nc1cccc(C(F)(F)F)c1)c1cc(CN2CCOCC2)on1	-6%
COc1ccc(NC(=O)CSc2ncc3c(n2)-c2ccccc2N(C)S3(=O)=O)cc1Cl	-2%
COc1ccc(CNC(=O)CC(C)n2nc(C)cc2C)cc1 (centres undefined)	0%
COc1ccccc1CNc1ncnc2c1c(-c1ccccc1)cn2-c1ccc(Br)cc1	2%
Cc1ccc(S(=O)(=O)N2CCCC2C(=O)Nc2ccc(Br)cc2)cc1 (centres undefined)	-1%
Cc1ccc(Cl)cc1-n1ncc2c(NCCc3ccccc3)ncnc21	u
CCOC(=O)c1[nH]c2c(c1Cc1ccccc1OC)C(=O)CC(c1ccccc1)C2 (centres undefined)	-12%
CSc1nc2sc3c(c2c(=O)n1-c1ccc(C)c(Cl)c1)CCN(C(C)=O)C3	5%
COc1ccc2c(c1)c1c(c(=O)n(-c3ccc(C)cc3)c(=O)n1CC(=O)N1CCCC1)n2C	5%
Cc1cc(C)c2c(=O)cc(CSCC(=O)Nc3ccccc3Cl)[nH]c2c1	-2%
O=C(Nc1ccccc1Br)c1cc(CN2CCCC2)on1	-19%
COCCCN1C(=O)c2[nH]nc(-c3ccccc3O)c2C1c1ccc(OCc2ccccc2)cc1 (centres undefined)	-4%
Cc1c(Cl)cccc1NC(=O)Cn1c(CCC(=O)O)ccc1-c1cccs1	u
COc1ccc(CCNC(=O)C(=O)NCC(c2ccco2)S(=O)(=O)c2cccs2)cc1OC (centres undefined)	6%
CCOc1ccc(C2c3cc(OCC)c(OCC)cc3CC(=O)N2c2ccc(C(=O)O)cc2)cc1OCC (centres undefined)	-7%
CSc1cccc(NC(=O)c2ccc3c(c2)CCCN3S(C)(=O)=O)c1	12µM*
Cc1cccc(NC(=O)CCN2CCN(c3ccccc3F)CC2)c1	-5%
CCc1ccccc1NC(=O)c1cc(-c2ccc(Cl)s2)nc2ccccc12	-13%
N#Cc1c[nH]n2c(NC3CCCC3)c(-c3ccc(Br)cc3)nc12	-14%
CCOc1ccc(NC(=O)c2c(NC(=O)c3cccs3)sc3c2CCC(C(C)(C)C)C3)cc1 (centres undefined)	1%
Cc1ccc(NC(=O)CSc2ccc(-c3cccs3)nn2)cc1Cl	1%
Cc1ccccc1CNC(=O)c1ccccc1NC(=O)c1nsc2ccccc12	-19%
O=C(NC1CC(=O)N(c2ccccc2)C1)c1ccc(Br)o1 (centres undefined)	3%
Cc1cccc(NC(=O)c2ccc(-c3nc(CSc4ccccc4)c(C)o3)cc2)c1C	-11%
CCOc1ccc(S(=O)(=O)c2cn(Cc3ccc(OC)cc3)c3ccc(F)cc3c2=O)cc1	-3%
O=[N+]([O-])c1ccc(S(=O)(=O)NCc2nc3cccnc3n2Cc2ccccc2Cl)cc1	-10%
COCCNC(=O)c1c(-c2ccccc2)c(-c2ccccc2)nn(C)c1=O	-2%

Screening data from PubChem BioAssay.
